ssDAF-12 act: activates DAF-12 receptor from parasite S. stercoralis | 1% of 370,000 active | activation, % at 6.8 µM | HEK293 ssDAF-12/GRIP1 lit1-tk-luc reporter, luminescence; % of 3 µM dafachronic acid response;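 active means activation above the mean over all tested compounds plus 3 SD, cut at about 0.9% in these data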;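 further: 0% = DMSO-only wells and 100% = 3 µM delta7-dafachronic acid wells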
DAX1 inh-1: inhibits human nuclear receptor DAX1; P51843; HEK293 Gal4-DAX1 luciferase reporter, luminescence; 0.99% of 340,000 active; inhibition, % at 6.75 µM; AID 504766;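 active means inhibition above the mean over all tested compounds plus 3 SD, cut at about 4.2% in these data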;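 further: 0% = DAX1-transfected cells with DMSO and 100% = empty-vector control cells with DMSO; inhibition shows as a rise in luminescence from relieved DAX1 repression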
Target sequence (P51843 207-470 limits assumed): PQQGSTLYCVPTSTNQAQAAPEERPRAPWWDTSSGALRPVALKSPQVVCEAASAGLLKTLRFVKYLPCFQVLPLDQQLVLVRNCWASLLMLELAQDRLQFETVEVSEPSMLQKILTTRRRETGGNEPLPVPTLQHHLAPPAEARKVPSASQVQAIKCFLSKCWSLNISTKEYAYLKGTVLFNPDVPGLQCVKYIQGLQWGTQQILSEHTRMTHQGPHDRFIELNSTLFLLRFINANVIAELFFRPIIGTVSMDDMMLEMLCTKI
hcDAF-12 act: H. contortus DAF-12 activation, primary screen; 1.4% of 370,000 active; HEK293 hcDAF-12 lit1-tk-luc reporter, luminescence; 0% DMSO, 100% Δ7-dafachronic acid; activation, % at 6.8 µM; AID 652067;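 active means activation above the mean of all tested compounds plus 3 SD, cut at about 5.5% in these data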;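 further: 100% = response to 3 µM Δ7-dafachronic acid high control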
SMARCA2 act: increases SMARCA2 function in MMTV reporter cells. MG213 cells, MMTV-luciferase reporter, dexamethasone, overnight. 1% of 370,000 active. AID 652017. activation, % at 9.1 µM; in the data active means activation above about 7.8%;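 further: 0% = vehicle wells and 100% = reference activator wells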
DAX1 inh-2: DAX1 (NR0B1) inhibition, primary screen; AID 652010; 1.1% of 370,000 active; inhibition, % at 6.8 µM; HEK293T StAR-luciferase reporter, SF-1/DAX-1 repression relief;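 active means inhibition above the mean over all tested compounds plus 3 SD, cut at about 3.6% in these data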;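 further: 0% = DAX-1 cells with DMSO and 100% = cells lacking DAX-1 with DMSO; higher inhibition means more luminescence from relief of DAX-1 repression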
FXN GAA850 act: frataxin GAA850 promoter activation; HEK293 lucGAA850 FXN promoter luciferase reporter, 24 h; percent of 10 µM SAHA response; activation, % at 6 µM; 0.56% of 360,000 active; AID 540364;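 active means activation above the average of all compounds screened plus 3 SD, cutoff fixed separately per campaign, cut at about 7.5% in these data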;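 further: 0% = DMSO wells and 100% = 10 µM SAHA wells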
NPR1 activator: GC-A (human) enzyme activation; 0.14% of 370,000 active; HEK293 GC-A cells, cGMP TR-FRET, EC30 ANP; 0% at EC30 ANP, 100% saturating ANP; activation, % at 10 µM; AID 1671463; in the data active means activation above about 40%
ADAM10 inh: inhibits human ADAM10; 0.62% of 370,000 active; inhibition, % at 7 µM; O14672; recombinant ADAM10, EDANS/DABCYL FRET peptide cleavage, 3 h; AID 720582;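 active means inhibition above a per-campaign cutoff equal to the mean of compounds falling between control-based bounds plus 3 SD, cut at about 20% in these data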;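 further: 0% = DMSO wells while the 100% control is not disclosed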
hgDAF-12 ag: agonists of H. glycines DAF-12 nuclear receptor; 1.8% of 370,000 active; HEK293 GAL4-hgDAF12 UAS-luciferase reporter, agonist luminescence; normalized to butyrate control; activation, % at 6.8 µM;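 active means activation above a cutoff set at the mean of all screened compounds plus 3 SD, cut at about 10% in these data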;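 further: 0% = DMSO wells and 100% = sodium butyrate wells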
PG9 binder: PG9 antibody binding by small molecule; TR-FRET gp120-PG9 antibody binding; 0.43% of 360,000 active; AID 624416; inhibition, % at 6.7 µM; in the data active means inhibition above about 8.5%
ADAM17 inh: inhibits human ADAM17; recombinant ADAM17, EDANS/DABCYL FRET peptide cleavage; inhibition, % at 6.95 µM; 0.83% of 370,000 active; AID 720648;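 active means inhibition above the mean of compounds lying between control limits plus 3 SD, set per campaign, cut at about 8.5% in these data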;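 further: 0% = DMSO-only wells as the low control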
Target sequence (P78536 215-824 limits assumed): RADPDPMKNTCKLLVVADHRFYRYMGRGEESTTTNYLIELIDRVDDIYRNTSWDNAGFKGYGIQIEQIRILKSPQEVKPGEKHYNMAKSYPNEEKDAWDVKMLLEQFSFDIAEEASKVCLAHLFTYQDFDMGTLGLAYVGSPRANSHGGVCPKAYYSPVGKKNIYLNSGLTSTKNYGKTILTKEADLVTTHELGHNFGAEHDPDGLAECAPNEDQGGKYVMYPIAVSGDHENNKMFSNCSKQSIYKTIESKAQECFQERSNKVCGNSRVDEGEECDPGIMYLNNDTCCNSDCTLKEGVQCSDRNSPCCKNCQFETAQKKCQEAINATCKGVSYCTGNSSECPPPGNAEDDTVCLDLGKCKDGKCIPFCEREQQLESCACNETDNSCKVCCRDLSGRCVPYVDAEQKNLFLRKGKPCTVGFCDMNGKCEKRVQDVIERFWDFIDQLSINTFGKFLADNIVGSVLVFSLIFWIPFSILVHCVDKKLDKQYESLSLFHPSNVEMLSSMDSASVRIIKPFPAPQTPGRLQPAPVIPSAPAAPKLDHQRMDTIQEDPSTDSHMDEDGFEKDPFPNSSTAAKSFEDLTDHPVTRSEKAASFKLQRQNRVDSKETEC
* marks the source's active call; other numbers are inactive results; i = inactive; . = no result given.

molecule	hcDAF-12 act	SMARCA2 act	DAX1 inh-1	ssDAF-12 act	ADAM10 inh	ADAM17 inh	FXN GAA850 act	hgDAF-12 ag	NPR1 activator	PG9 binder	DAX1 inh-2
CC(C)(C)C(=O)Nc1nc2ccc(S(C)(=O)=O)cc2s1	2.9	0	2.9	-0.8	-2	1	2.4	14*	2	-0.8	-0.4
CC(=O)Nc1ccc(NC(=O)COc2ccccc2C(=O)Nc2cccc(Cl)c2Cl)cc1	5.7*	-1	1.1	1.8*	-8	-3	-0.4	-0.2	2	2.0	-0.4
O=C(CNC(=O)Cc1ccccc1)NCC(=O)OCC(=O)c1ccccc1Cl	-1.0	0	1.8	-1.7	-7	-4	2.1	-0.4	3	0.1	1.0
Cc1ccc(Nc2nc(Cl)nc(N(C)C#N)n2)cc1	2.0	0	2.0	-0.4	0	3	0.7	-1.7	30	3.2	-0.1
N#C/C(=C(/O)c1ccccc1F)c1nc2cc(C(F)(F)F)ccc2s1	-0.2	-3	3.8	-1.9	-2	0	-1.0	1.1	0	2.3	0.5
CC(C)c1nnc(NC(=O)CCC(=O)N2CCC(Cc3ccccc3)CC2)s1	0.0	0	-0.5	-0.7	1	-1	-1.7	-1.3	-1	-1.4	0.0
CCCCN1CCNC[C@H]1Cc1ccc(O)cc1	-0.1	0	1.1	-1.2	3	-2	2.5	-0.3	1	-0.9	0.8
CCC(=O)c1ccc(N2CCN(C(=O)c3ccc(Br)cc3)CC2)c(F)c1	0.1	-6	-1.4	-1.3	5	5	0.0	-1.0	-2	-0.9	-0.1
O=C(c1cccnc1)N1CCN(Cc2ccccc2Br)CC1	0.9	0	0.3	-1.3	4	0	0.2	0.0	-6	2.1	-0.1
O=C1/C(=C\c2ccc(O)cc2)SC(=S)N1/N=C/c1ccc(O)cc1	0.5	-2	0.8	-0.7	-5	-5	1.4	-2.1	-4	-3.4	0.1
NS(=O)(=O)c1ccc(NN=C2CCN(Cc3ccccc3)CC2)c([N+](=O)[O-])c1	0.5	-2	-0.5	-1.7	12	-2	1.3	-1.8	3	0.8	-0.8
O=C1NC[C@H](c2ccccc2)N(CCCCC2CCCCC2)C1=O	-0.9	3	.	-0.6	5	-1	.	0.8	7	0.0	-0.1
Cc1cccn2c(CN(C)CC3Cc4ccccc4O3)c(C(=O)N3CCCCC3)nc12 (stereo not given)	0.5	-5	-0.9	-1.0	-10	-5	1.8	2.7	-5	0.1	0.0
CC(C)(C)c1ccc(C(=O)NCC(=O)OCc2ccc([N+](=O)[O-])cc2)cc1	0.0	-2	-0.1	-1.6	11	3	-0.2	-2.3	-3	-0.7	-0.1
Cc1cccn2c(=O)c3cc(C#N)c(=N)n(CCCN4CCOCC4)c3nc12	3.8	1	1.1	-1.5	i	i	-2.1	-0.4	12	1.3	-0.1
COc1ccc(S(=O)(=O)N2CCOCC2)cc1C(=O)N(C)Cc1ccccc1F	-2.4	-2	0.8	-1.4	-10	-5	-0.4	1.1	-1	0.0	0.0
COc1ccc(C2C(C(=O)Nc3ccc(F)cc3)CCC(=O)N2c2ccc(OC)cc2)cc1 (stereo not given)	-1.2	-2	.	-1.3	0	0	.	-0.9	0	.	-0.1
OC(COc1ccccc1)CN1CCCCC1 (stereo not given)	0.5	3	-0.5	0.5	-8	-4	-0.1	1.7	1	-0.4	-0.4
COc1ccc(C2c3[nH]c4ccccc4c3CCN2Cc2ccoc2)c(F)c1 (stereo not given)	2.6	0	-1.1	-0.8	-1	-1	-2.4	-4.8	-4	-1.7	-0.6
O=C(C1CCCC1)N1CCC(CC2CC(c3ccc(Cl)cc3)=NO2)(C(=O)NCC2CCCCC2)CC1 (stereo not given)	-1.1	1	0.5	-1.4	5	0	0.2	-2.0	-2	-0.4	-0.2
COc1ccc(/C=C/c2nnc(NC(=O)c3ccco3)s2)cc1	-0.4	-4	.	-1.4	-42	-20	2.9	2.9	0	-0.1	-0.2
O=c1c(-c2nnc(SCc3ccc(Cl)cc3Cl)o2)cccn1Cc1ccccc1	-1.0	-2	-0.7	-1.2	-399	-100	0.9	1.4	2	1.0	0.9
O=C(/C=C/c1ccccc1)NC(=S)NNC(=O)c1cnccn1	-1.0	-1	-0.4	-1.4	7	3	-2.8	-1.4	-1	0.7	0.1
O=C(Cn1nnc(-c2ccc(S(=O)(=O)N3CCCC3)cc2)n1)NCC1CCCO1 (stereo not given)	-0.7	-1	0.7	-1.6	-4	-7	-0.5	-0.6	2	0.2	-0.9
Clc1cccc(CN2CCN(c3ncc(Cc4ccccc4)cn3)CC2)c1Cl	-3.2	-7	.	-2.0	-9	-3	.	-6.2	0	0.1	-3.3
COc1ccccc1S(=O)Cc1ccc(C(=O)NC2CCCC2)o1 (stereo not given)	-0.5	0	5.5*	-1.4	-8	-4	1.3	-1.8	0	-1.1	0.9
CC(C)CN(C(=O)COc1ccc2ccc(=O)oc2c1)C1CCS(=O)(=O)C1 (stereo not given)	-3.0	-1	1.5	-0.8	-114	-31	0.1	1.6	2	-0.2	1.2
O=C(NCCC(=O)N1CCc2ccccc21)c1ccco1	5.8*	3	1.3	-0.8	4	0	0.5	5.8	-2	1.3	0.6
Cc1ccc(C)c(NC(=O)CCC(=O)NNC(=O)c2cccc([N+](=O)[O-])c2)c1	1.7	-3	-0.3	-0.7	0	-2	0.0	-0.5	4	-0.4	-1.0
Cc1cc2[nH]c3ccccc3c2c(C)n1	2.2	1	-1.1	-0.3	-22	-6	-6.9	-2.2	13	-0.1	-0.5
O=C(c1cccnc1Cl)N(Cc1ccccc1)Cc1ccccc1	-1.7	-3	2.1	-1.8	-3	2	0.5	1.1	-3	0.3	-0.9
CC/C(=N\Nc1ccccc1[N+](=O)[O-])c1ccc(O)cc1	2.6	2	.	-0.7	15	6	0.8	5.7	-22	-4.0	-0.4
CC1CCCN(C(=O)N2c3ccccc3Sc3ccccc32)C1 (stereo not given)	-1.3	2	0.0	-2.0	5	6	0.5	2.6	-7	-0.8	-0.9
CCC(C)C(=O)Nn1c(C2CC2)nc2cc(OC)c(OC)cc2c1=O (stereo not given)	-0.8	0	-0.8	-2.1	7	-5	4.5	-0.8	4	-0.9	0.0
CCC(=O)Nc1ccc(C(=O)Nc2ccc3c(c2)C(=O)N(CC2CCCO2)C3=O)cc1 (stereo not given)	-1.7	2	0.2	-1.2	7	-1	-1.7	-0.8	-1	-0.3	1.9
Cc1ccccc1-c1nnn(CC(=O)c2ccc(S(=O)(=O)N3CCCC3)cc2)n1	-2.3	-4	-2.1	-0.8	-1	1	1.8	-2.6	5	0.4	-1.2
COc1cc(OC)cc(OC(=O)C2CCN(C(=O)c3ccc(F)cc3)CC2)c1	-1.9	-2	0.6	-0.3	-3	-1	-1.4	-0.4	0	3.1	1.1
Cn1ncc([N+](=O)[O-])c1C(=O)N/N=C/c1ccc(F)cc1	2.6	0	-1.4	-1.2	-2	-2	-0.6	-0.6	-1	-0.6	0.1
COc1ccc(NC(=O)Cn2nnc3sc4c(c3c2=O)CC(C)(C)OC4)cc1	-2.6	-4	1.1	-2.5	2	-1	2.3	-1.6	2	0.3	-0.3
Cc1ccccc1CN1CCN(c2nc3ccccc3s2)CC1	2.7	2	2.7	0.6	10	-7	3.0	9.2	3	0.4	0.7
O=C(CSc1ncccn1)N1CCc2ccccc2C1	1.7	0	0.4	-1.2	-4	-3	-0.7	2.3	1	-1.1	-0.1
Cc1ccc(N2CC(C(=O)Nc3cc(S(=O)(=O)N4CCCCC4)ccc3C)CC2=O)cc1 (stereo not given)	-0.7	-1	-0.8	-1.9	2	1	-1.0	-1.3	-4	-0.5	-2.1
CCOC(=O)c1sc(NC(=O)/C=C/c2ccccc2)nc1C	2.9	3	-0.2	-0.9	-4	1	3.0	0.7	-3	-1.8	-0.8
COc1cc(OC)cc(C(=O)Nc2nc(CC(=O)NCc3ccc(F)cc3)cs2)c1	-1.1	-3	-3.1	-1.5	9	1	-2.8	-2.3	-5	0.5	-4.0
COc1cccc(-c2cc(C(F)(F)F)n3nc(N)nc3n2)c1	-1.9	1	2.4	-1.1	-88	-35	4.0	-1.6	-2	1.6	-0.4
O=C(c1ccco1)N1CCN(C(=O)C(c2ccccc2)c2ccccc2)CC1	-1.2	1	0.6	-1.3	3	-3	-0.9	-3.1	-5	0.5	0.9
COc1ccc(N=C2CC(C)(C)CC(=O)/C2=C(/O)c2ccccc2)cc1	0.2	-3	0.2	-1.4	-7	-3	0.0	-1.9	-2	-0.7	0.6
COc1cc(NC(=O)Nc2cccc([N+](=O)[O-])c2)cc(OC)c1	-1.4	-2	2.2	-2.3	-3	-2	-1.4	-2.7	-1	0.5	0.2
O=C(O)C(Cc1ccccc1)N1C(=O)C2CCCCC2C1=O (stereo not given)	-0.5	-2	-0.7	-0.6	-2	0	0.9	6.8	-2	-1.6	-0.2
CC1(C)N=C(N)N=C(N)N1c1ccc(OCC(=O)Nc2ccccc2)c(Cl)c1	-2.0	-6	-1.0	-1.0	-4	-6	-1.7	-1.1	0	0.6	-3.8
CCN(CC)S(=O)(=O)c1ccc(NC(=O)C2COc3ccccc3O2)cc1 (stereo not given)	-2.3	2	-0.9	-1.2	11	3	3.0	-2.7	-3	2.9	-0.3
N#C/C(=C\c1ccc(Cl)cc1)c1nc(-c2ccco2)cs1	0.6	2	-1.9	-0.4	-4	-3	3.7	1.2	-1	-0.6	0.4
CCN(C[C@H]1N[C@@](Cc2ccccc2)(C(=O)OC)[C@H]2C(=O)N(C)C(=O)[C@@H]12)S(=O)(=O)c1ccccc1	-0.5	-3	-1.5	-1.6	6	3	0.1	-0.4	-3	1.2	-0.9
CC1CCc2sc(C(=O)NCC3CCCO3)cc2C1 (stereo not given)	2.8	4	3.8	-0.1	-4	-1	3.2	15*	-2	0.3	7.2*
CC(C)c1ccc(N(CC(=O)NCc2ccco2)C(=O)CCC(=O)Nc2ccccn2)cc1	-0.1	-1	-0.2	-1.1	3	-3	0.4	-1.3	4	-0.6	-0.4
CC1(C)CC(=O)c2cnc(NC(=O)CSc3nc4ccccc4o3)nc2C1	-0.7	2	-0.1	-0.8	5	0	2.4	2.7	-1	-2.6	0.5
CCCCn1c(SCN2C(=O)c3ccccc3C2=O)nc2cc(S(N)(=O)=O)ccc21	0.0	0	0.7	-0.9	4	0	2.2	1.4	0	-0.4	-0.1
O=C(COc1coc(CN2CCc3ccccc3C2)cc1=O)Nc1ccc([N+](=O)[O-])cc1	-1.6	-3	-0.9	-0.9	3	1	0.3	-0.8	-7	-1.0	-2.2
